# Screening data (PubChem BioAssay)
# TDP2 inh = human TDP2 enzyme inhibitors, primary screen, biochemical, epi absorbance, recombinant enzyme | Tyrosyl-DNA phosphodiesterase 2 (Homo sapiens), O95551 | T5PNP hydrolysis, p-nitrophenol absorbance 415 nm | inhibition, % at 12.8 µM | 370,000 compounds, 0.34% hits | AID 720702, 2013;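 active = inhibition above the mean of all tested compounds plus 3 SD, set per campaign, cut at about 25% in these data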;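 also: 0% = DMSO with enzyme and 100% = buffer with substrate but no TDP2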
#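 Evaluation: % inhibition relative to enzyme-containing and enzyme-free wells. Material: recombinant human TDP2. Benchmarks: enzyme-free and DMSO wells. Timing: enzyme reaction with compound for 2 h at 37 °C. Compound dosing: 12.8 µM only. Measured by: p-Nitrophenol epi absorbance. Reagent: T5PNP substrate at 5 mM, a TopII-DNA adduct mimic. Replication: single well per compound.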
# proKLK7 act = proKLK7 zymogen activators, primary screen, biochemical, fluorescence intensity; purified proKLK7, EDANS-DABCYL substrate fluorescence; 100% is mature enzyme control, 0% vehicle; activation, % at 7 µM; 370,000 compounds, 0.9% hits; AID 652039, 2013;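 active = activation above the mean of all tested compounds plus 3 SD, computed per campaign excluding outliers beyond control limits, cut at about 13% in these data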
# ADAM10 inh = human ADAM10 inhibitors, primary screen, biochemical, QFRET, HTS. Disintegrin and metalloproteinase domain-containing protein 10 (Homo sapiens), O14672. recombinant ADAM10, EDANS/DABCYL FRET peptide cleavage, 3 h. inhibition, % at 7 µM. 370,000 compounds, 0.62% hits. AID 720582, 2013;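 active = inhibition above a per-campaign cutoff equal to the mean of compounds falling between control-based bounds plus 3 SD, cut at about 20% in these data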;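 also: 0% = DMSO wells while the 100% control is not disclosed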
# ASAP1 inh = inhibitors of human ASAP1 ArfGAP activity, primary screen, biochemical, fluorescence polarization; 360,000 compounds, 0.19% hits; ASAP1-stimulated ARF1 GTP hydrolysis, GDP FP detection; Arf-GAP with SH3 domain, ANK repeat and PH domain-containing protein 1 (Homo sapiens), …; inhibition, % at 16.5 µM; AID 624377, 2012; in the data active = inhibition above about 25%;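 also: 0% = vehicle with enzyme and substrate and 100% = no enzyme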
# Target sequence (Q9ULH1 325-724 limits assumed): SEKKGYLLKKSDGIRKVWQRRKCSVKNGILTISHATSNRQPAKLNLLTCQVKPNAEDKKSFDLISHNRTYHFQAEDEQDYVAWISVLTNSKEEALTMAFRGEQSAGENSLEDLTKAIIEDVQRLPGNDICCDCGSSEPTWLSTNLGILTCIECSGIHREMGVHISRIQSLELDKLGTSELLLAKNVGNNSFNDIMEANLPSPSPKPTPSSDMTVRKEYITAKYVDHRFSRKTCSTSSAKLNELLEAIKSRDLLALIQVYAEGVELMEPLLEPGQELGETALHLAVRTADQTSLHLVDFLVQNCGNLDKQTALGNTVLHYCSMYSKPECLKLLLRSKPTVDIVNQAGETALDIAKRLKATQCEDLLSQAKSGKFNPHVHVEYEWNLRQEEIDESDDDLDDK
# LEDGF integ inh = blockers of LEDGF/p75-dependent integrase strand transfer – biochemical, TR-FRET, high throughput, primary screen. HIV-1 integrase (with human LEDGF/p75). TR-FRET IN-LEDGF/p75 DNA integration, Eu/Cy5. inhibition, % at 3.7 µM. 370,000 compounds, 0.64% hits;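 active = inhibition above the screen-wide mean plus 3 SD, cut at about 13% in these data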;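 also: signal is the Cy5 over europium emission ratio at 671 and 618 nm; 0% = plate median of compound wells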
# PLC-gamma1 inh = PLC-gamma1 enzyme inhibitors, primary screen, biochemical, fluorescence, purified enzyme; fluorogenic substrate; inhibition, % at 12.2 µM; 370,000 compounds, 0.84% hits; in the data active = inhibition above about 9.5%
# Tn7 DDE FP = inhibitors of Tn7 peptide binding to fibrin DD(E), primary screen, biochemical, fluorescence polarization, human fibrin, Tn7 probe; AID 720508, 2013; FP displacement of FITC-Tn7 peptide from fibrin DD(E); 0% = median of compound wells per plate; Fibrinogen beta chain (Homo sapiens), P02675; inhibition, % at 8.3 µM; 370,000 compounds, 0.13% hits;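 active = inhibition above the mean of compounds falling within the control limits plus 3 SD of them, cut at about 14% in these data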;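 also: 0% = plate median of compound wells and 100% = 10 µM Aha-Tn7 peptide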
# Target sequence (P02675 whole entry, looked up): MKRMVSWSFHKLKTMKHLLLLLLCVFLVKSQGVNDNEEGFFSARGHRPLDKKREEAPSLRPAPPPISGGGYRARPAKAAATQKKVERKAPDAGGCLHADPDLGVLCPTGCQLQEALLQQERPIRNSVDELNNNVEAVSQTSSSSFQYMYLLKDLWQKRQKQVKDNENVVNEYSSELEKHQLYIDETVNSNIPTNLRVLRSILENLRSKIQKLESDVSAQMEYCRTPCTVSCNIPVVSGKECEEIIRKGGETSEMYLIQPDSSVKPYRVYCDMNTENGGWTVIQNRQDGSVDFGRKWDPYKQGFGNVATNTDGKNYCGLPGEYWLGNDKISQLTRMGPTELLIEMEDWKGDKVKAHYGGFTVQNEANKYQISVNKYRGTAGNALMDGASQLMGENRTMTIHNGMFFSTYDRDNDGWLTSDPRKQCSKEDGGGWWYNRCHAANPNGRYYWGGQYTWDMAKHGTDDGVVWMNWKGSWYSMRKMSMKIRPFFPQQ
#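 Test system: human clot-derived fibrin DD(E) complex / Quantity: 2 µM final DD(E) protein / Incubation: 10 min plus 3 h, room temperature / Measured by: fluorescence polarization / Benchmarks: high control of 10 µM Aha-Tn7 peptide / Replicates: singlicate testing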
# ADAM17 inh = ADAM17 inhibitors, primary screen, biochemical, QFRET. inhibition, % at 6.95 µM. 370,000 compounds, 0.83% hits. recombinant ADAM17, EDANS/DABCYL FRET peptide cleavage. AID 720648, 2013. Disintegrin and metalloproteinase domain-containing protein 17 (Homo sapiens), P78536;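 active = inhibition above the mean of compounds lying between control limits plus 3 SD, set per campaign, cut at about 8.5% in these data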;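 also: 0% = DMSO-only wells as the low control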
# DDE Tn6 FP inh = inhibitors of Tn6 peptide binding to fibrin DD(E), primary screen, biochemical, fluorescence polarization, human fibrin, Tn6 probe. Fibrinogen beta chain (Homo sapiens), P02675. Fibrin DD(E) TRITC-Tn6 fluorescence polarization displacement. inhibition, % at 8.3 µM. 370,000 compounds, 0.21% hits. AID 720509, 2013;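 active = inhibition above a per-campaign cutoff: mean of compounds within control limits plus 3 SD, cut at about 15% in these data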;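 also: 0% = median of all compound wells on the plate and 100% = blocking peptide control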
# ARFGAP1 inh = inhibitors of rat ARFGAP1 GAP activity, primary screen, biochemical, fluorescence polarization, GDP tracer. 360,000 compounds, 0.26% hits. Arfgap1-stimulated ARF1 GTP hydrolysis, GDP FP detection. ADP-ribosylation factor GTPase-activating protein 1 (Rattus norvegicus), Q62848. inhibition, % at 16.5 µM;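 active = inhibition above a per-plate limit, mean inhibition of low control wells plus 3 SD, cut at about 25% in these data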;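 also: 0% = DMSO wells with enzyme and 100% = wells lacking Arfgap1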
# Target sequence (Q62848 1-136 limits assumed): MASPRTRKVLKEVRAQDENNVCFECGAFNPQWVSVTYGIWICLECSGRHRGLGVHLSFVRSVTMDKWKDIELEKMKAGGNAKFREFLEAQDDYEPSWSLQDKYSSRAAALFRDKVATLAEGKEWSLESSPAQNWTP
#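 Material: rat Arfgap1 GAP domain (His6, aa 1-136), purified enzyme. Also added: human ARF1(Δ1-17)-GTP substrate. Compound dosing: 16.5 µM single point, 1.26% DMSO. Timing: enzyme reaction 120 min at 25 °C after 20 min preincubation. Signal: GDP detection by fluorescence polarization. Read-out basis: percent inhibition of GAP-stimulated GDP formation, scaled between DMSO and no-Arfgap1 medians.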
# * marks the source's active call; other numbers are inactive results; / = not tested or not shown.
TDP2 inh | compound | proKLK7 act | ADAM10 inh | ASAP1 inh | LEDGF integ inh | PLC-gamma1 inh | Tn7 DDE FP | ADAM17 inh | DDE Tn6 FP inh | ARFGAP1 inh
-8 | O=C(c1nnsc1S(=O)(=O)c1ccc(Cl)cc1)N1CCOCC1 | -0.3 | 9 | -3 | 6 | 18* | -9 | -1 | 1 | 1
-1 | COC(=O)[C@@]1(Cc2ccccc2)[C@H]2C(=O)N(C)C(=O)[C@H]2[C@H]2CN=C(SC)N21 | -0.8 | -6 | 15 | 1 | 3 | -4 | 1 | 5 | -5
-12 | CCCC(=O)NCCSC | -0.1 | 1 | -3 | -1 | -2 | 1 | -3 | 8 | 2
10 | CC1CCN(c2nnc(NC(=O)Cn3c(=O)oc4ccccc43)s2)CC1 | -0.3 | -5 | -13 | 1 | 2 | -2 | -4 | 1 | 24
13 | Cc1c(NC(=O)/C(C#N)=C/c2ccc(-c3ccc(Cl)cc3)o2)c(=O)n(-c2ccccc2)n1C | -0.1 | 0 | -5 | 0 | -2 | 11 | -4 | 0 | 2
-7 | Cn1c(NC(=O)c2cccnc2)nc2ccccc21 | 0.4 | -3 | -6 | 1 | -7 | 0 | 1 | -5 | -7
1 | O=C(O)[C@H](Cc1ccccc1)NC(=O)N1CCC(Cc2ccccc2)CC1 | -0.5 | -5 | -18 | -5 | -3 | -5 | -4 | 1 | -4
-1 | Cc1ccc(N(CC(=O)NC2CCCC2)C(=O)c2nsc(Cl)c2Cl)cc1 | 0.3 | 2 | 5 | -3 | 1 | 8 | -3 | -2 | 12
-3 | CC1CC(C)CN(C(=O)CCS(=O)(=O)c2ccc3c(c2)NC(=O)CS3)C1 (centres undefined) | 0.6 | -9 | -8 | 2 | -1 | 2 | -1 | 5 | -12
5 | Cc1cccc(N2CCN(S(=O)(=O)c3ccc4c(c3)NC(=O)CO4)CC2)c1C | 0.3 | 1 | -9 | -1 | 3 | -5 | -2 | -4 | -4
-1 | O=C(O)c1nccnc1C(=O)Nc1ccc(S(=O)(=O)N2CCOCC2)cc1 | -0.4 | -7 | 11 | -6 | 1 | 1 | -2 | -1 | 4
-2 | Cc1ccc(S(=O)(=O)Nc2c(C)[nH]c(=O)[nH]c2=O)cc1C | -0.4 | 1 | -7 | -1 | -1 | 4 | -3 | 1 | -3
8 | COc1cc(-c2nc(-c3cccc(C(F)(F)F)c3)no2)cc(OC)c1OC | -0.1 | -1 | -5 | -1 | -2 | -7 | -5 | -9 | -4
5 | Cc1ccc2oc(-c3ccc(C)c(NC(=O)Cc4cccs4)c3)nc2c1 | -0.5 | -7 | 12 | 2 | 2 | -7 | -7 | -11 | 3
16 | NC(=O)NC(CC(=O)NCc1ccc2c(c1)OCO2)c1ccccc1Cl (centres undefined) | -0.3 | 2 | 0 | 1 | -1 | 4 | -2 | 2 | -11
7 | CCOC(=O)C(Cc1c[nH]c2ccccc12)NC(=O)CNC(C)=O (centres undefined) | 0.5 | -12 | 5 | 1 | 2 | -3 | 0 | -1 | 4
1 | CC(=O)Oc1ccc(-c2csc(Nc3ccccn3)n2)cc1 | 0.2 | 9 | 4 | -5 | 0 | 4 | 0 | -2 | -12
-1 | Cn1c(=O)c2c(nc(N3CCC(C(N)=O)CC3)n2CCSc2nc3ccccc3s2)n(C)c1=O | 1.1 | -24 | 14 | -2 | -10 | -2 | -11 | -8 | 5
11 | Cc1cc(C(=O)Nc2ccccc2C(=O)O)ccc1NC(=O)COc1ccccc1Cl | -0.7 | -5 | -26 | 0 | 1 | 8 | -4 | 1 | 9
-9 | COc1ccc(C(=O)NCCc2nnc3ccc(SCC(=O)NCc4ccccc4)nn23)cc1 | -0.6 | -5 | -9 | -4 | -3 | 0 | -1 | -1 | 1
-7 | Cc1oc(-c2cccc3ccccc23)nc1CN1CCN(c2ncnc3ccccc23)CC1 | 0.1 | -6 | 5 | 6 | -6 | -4 | 0 | 4 | 3
8 | COc1ccc(OC)c(C2C(C(=O)c3sc(C)nc3C)=C(O)C(=O)N2CCN2CCOCC2)c1 (centres undefined) | 0.2 | -5 | -6 | 2 | -8 | 1 | -3 | -8 | -12
-5 | Cc1ccc(C(=O)N2CCCC(CCC(=O)NCc3ccccc3F)C2)cn1 (centres undefined) | 0.3 | 5 | 12 | 3 | 2 | -4 | 3 | 4 | -1
0 | CN(Cc1cccs1)C(=O)CN1C(=O)c2ccccc2S1(=O)=O | 0.4 | 2 | -10 | 4 | 2 | -7 | 0 | 7 | -17
-16 | COc1cc(OC)cc(C(=O)NC(=S)Nc2ccc(NC(=O)c3ccco3)cc2)c1 | 0.1 | 12 | 16 | -2 | 3 | -7 | 7 | -1 | -3

# Ordered by SMILES length (falling): some entries from above.
TDP2 inh | compound | proKLK7 act | ADAM10 inh | ASAP1 inh | LEDGF integ inh | PLC-gamma1 inh | Tn7 DDE FP | ADAM17 inh | DDE Tn6 FP inh | ARFGAP1 inh
8 | COc1ccc(OC)c(C2C(C(=O)c3sc(C)nc3C)=C(O)C(=O)N2CCN2CCOCC2)c1 (centres undefined) | 0.2 | -5 | -6 | 2 | -8 | 1 | -3 | -8 | -12
-7 | Cc1oc(-c2cccc3ccccc23)nc1CN1CCN(c2ncnc3ccccc23)CC1 | 0.1 | -6 | 5 | 6 | -6 | -4 | 0 | 4 | 3
-7 | Cn1c(NC(=O)c2cccnc2)nc2ccccc21 | 0.4 | -3 | -6 | 1 | -7 | 0 | 1 | -5 | -7

# Continuation.
TDP2 inh | compound | proKLK7 act | ADAM10 inh | ASAP1 inh | LEDGF integ inh | PLC-gamma1 inh | Tn7 DDE FP | ADAM17 inh | DDE Tn6 FP inh | ARFGAP1 inh
104* | O=C1C(=O)c2cccnc2-c2ncccc21 | 0.9 | 2 | 1 | 13 | 53* | -5 | -2 | 5 | -19
-5 | COc1cccc(C(=O)OCC(=O)NCCc2ccccc2)c1OC | 0.0 | 8 | -13 | 4 | 5 | -2 | -3 | -7 | -13
-6 | O=C1c2ccccc2NC(c2ccc(-c3cccc([N+](=O)[O-])c3)o2)N1O (centres undefined) | -0.7 | 5 | 15 | -1 | -1 | 0 | 5 | 0 | -10
-7 | Cc1cc(C(=O)Nc2ccccc2N2CCOCC2)no1 | 0.2 | 5 | -5 | 6 | 2 | 7 | 2 | 0 | -6
2 | Nc1nnc(-c2ccco2)s1 | 0.1 | -3 | 1 | -2 | -7 | -3 | -6 | -2 | 2
-3 | Cc1ccccc1NC(=O)C1CCN(c2cnccn2)CC1 | 0.4 | -62 | 0 | 5 | -23 | -8 | -11 | -5 | -4
12 | Cc1cc(=O)oc(C)c1C(=O)Nc1ccc(N(C)C)cc1 | -0.3 | 3 | 0 | 5 | 4 | -3 | 3 | -2 | -4
2 | Cc1ccc2cc(CN(CC3CCCO3)S(=O)(=O)c3ccc4c(c3)OCCO4)c(=O)[nH]c2c1C (centres undefined) | 0.1 | -2 | -15 | 1 | -9 | 1 | 0 | 0 | -3
-19 | O=P(COCCOCP(=O)(c1ccccc1)c1ccccc1)(c1ccccc1)c1ccccc1 | 0.5 | -1 | -4 | 0 | 7 | 5 | 4 | -2 | 3
6 | O=C(NNC(=O)c1ccccc1Br)c1cccs1 | 0.1 | 11 | 8 | -1 | -1 | 3 | -4 | -10 | -5
1 | COc1ccc(Cc2nnc(SCc3c(C)noc3C)n2C2CCCCC2)cc1OC | 0.6 | -1 | -1 | 1 | -2 | -3 | -5 | -2 | 1
-2 | O=C1CCC(OCc2ccccc2)CCN1CC[C@@H](Sc1ccccc1)c1ccccc1 (some centres undefined) | 0.5 | -11 | 7 | 1 | 4 | 2 | 5 | -4 | 12
-10 | COC(=O)C1(C)NC(c2cccc(C)c2)C2C(=O)N(c3ccccc3)C(=O)C21 (centres undefined) | -2.0 | -1 | -9 | 1 | -5 | -3 | -2 | 4 | -4
-3 | CCCc1c(-c2ccc(Cl)cc2)ncn1Cc1ccccc1OC | 0.8 | 11 | 13 | 0 | -2 | 10 | 3 | 1 | -12
4 | CN(C)c1oc(-c2ccco2)nc1S(=O)(=O)c1ccc(Br)cc1 | -0.4 | -7 | 7 | 0 | -5 | 12 | -5 | -3 | -10
-10 | O=C(Cc1cccs1)Nc1cccc(C(=O)Nc2ccco2)c1 | 0.2 | 9 | 1 | 0 | 7 | 2 | 5 | -3 | 4
2 | NC1=NC2OC(CO)C(O)C2O1 (centres undefined) | -0.5 | 0 | 12 | 0 | 5 | 3 | -3 | 5 | 12
5 | CCn1c(SCC(=O)NCC2CCCO2)nc2c([nH]c3ccccc32)c1=O (centres undefined) | 0.5 | -21 | -5 | 3 | 0 | 3 | -3 | 0 | -2
0 | Cc1cccc(NC(=O)/C(C#N)=C/c2ccccc2O)n1 | -3.4 | -20 | -7 | 1 | -20 | -2 | -9 | 1 | 4
3 | CC1CCN(c2ccc(C(=O)O)cc2NS(=O)(=O)c2cccc3cccnc23)CC1 | 0.0 | -7 | / | -3 | -6 | 6 | -4 | 0 | /

# PLC-gamma1 inh: what is marked active above
TDP2 inh | compound | proKLK7 act | ADAM10 inh | ASAP1 inh | LEDGF integ inh | PLC-gamma1 inh | Tn7 DDE FP | ADAM17 inh | DDE Tn6 FP inh | ARFGAP1 inh
-8 | O=C(c1nnsc1S(=O)(=O)c1ccc(Cl)cc1)N1CCOCC1 | -0.3 | 9 | -3 | 6 | 18* | -9 | -1 | 1 | 1
104* | O=C1C(=O)c2cccnc2-c2ncccc21 | 0.9 | 2 | 1 | 13 | 53* | -5 | -2 | 5 | -19
